# Screens: PubChem BioAssay, National Center for Advancing Translational Sciences (NCATS)
# Lamin A splicing = modulators of lamin A splicing | HeLa LMNA splicing GFP/RFP minigene ratio, 48 h | Potency, µM (series often up to 46.1 µM), for inactives: at the top dose ratio change, negative = inhibition, actives largely listed as inhibitors | actives 0.01% (n = 200,000) | AID 1487; active means well fitted inhibition curve with a large enough effect in the signal ratio, with a control signal flat, not every such curve was filed as active; inconclusive means small, poorly fitted or top-dose-only effect, or effect the other way, or a change in a side signal; the % refers to the signal ratio
#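 Read-out is the ratio of GFP to DsRed2 object intensity, acquired by 488 nm laser-scanning cytometry on HeLa lamin A-EGFP minigene reporter cells. Compound incubation 48 hrs at 37 °C in Opti-MEM with 2% FBS; DMSO 0.5% final.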
# Active calls of the source: *; ? = inconclusive; [ ] = dose if it differs, or a comment. On the % scale 0 is the no-effect control and ±100 the full control effect; potency means the concentration at half of the fitted maximal effect. The list is partial; count on the stated rates, not on these rows.
Lamin A splicing | structure
-8.4%[46 µM] | COC(=O)c1cccc(Nc2c(-c3ccc(O)c(OC)c3)nc3nc[nH]n23)c1
1.5%[46 µM] | Cc1c(Cl)cccc1-n1ncc(C(=O)N2CCc3ccccc3C2)c1C1CCN(C(=O)OC(C)(C)C)CC1
? | Cc1nc2cc(C(=O)NC3CCCCCC3)ccc2n1-c1ccc(Br)cc1
-16.5%[46 µM] | COc1ccccc1OCC(=O)NCC1(N(C)C)CCCCC1
17.5%[46 µM] | CCOc1ccc(NC(=O)C(C)Sc2nnc3cc(C)c4ccccc4n23)cc1 (stereo unspecified)
? | Cc1ccc(Cc2nc3ccccc3nc2SCC(=O)N2CCCCC2C)cc1 (stereo unspecified)
? | CCOc1ccccc1C(=O)NCc1ccc2c(c1)CCN2C(C)=O
? | CCCCNC(=O)c1cnn2c(C)c(Cc3c(C)cc(C)cc3C)c(C)nc12
? | CCN(C(=O)CSc1nc2ccccc2nc1Cc1ccccc1OC)c1ccccc1
? | CCC(Oc1ccccc1)C(=O)Nc1ccc(O)c(-c2nc3cc(C)ccc3o2)c1 (stereo unspecified)

Lamin A splicing | structure
? | CC(CCc1ccccc1)NC(=O)Cn1c(=O)nc(-c2ccccc2)c2cc(Cl)ccc21 (stereo unspecified)
9.0%[46 µM] | Cc1cc(C)c(/C=C/c2onc(C)c2S(=O)(=O)N2CCC(C(=O)N3CCN(c4ccc(Cl)cc4)CC3)CC2)c(C)c1
-8.1%[46 µM] | O=C(NCCc1csc2nc(-c3cccc(F)c3)nn12)c1ccc(Br)o1
8.7%[46 µM] | O=C1COc2cc(S(=O)(=O)CCC(=O)N3CCN(c4ccccc4F)CC3)c(Cl)cc2N1
21.0%[46 µM] | CCN(CC)C(=O)c1sc2c(c1C)c(=O)n(-c1ccccc1)c(=O)n2Cc1c(C)cc(C)cc1C
-12.2%[46 µM] | Cc1nn(C(=O)c2ccc(Cl)cc2)c(C)c1S(=O)(=O)N1CCOCC1
? | COc1ccc(CCN2C(=O)CN(C3CCCCCC3)C(=O)C2c2ccc(Cl)cc2)cc1OC (stereo unspecified)
? | CCC(Sc1nc2ccccc2c2nc(-c3ccccc3)nn12)C(=O)Nc1cccc(OC)c1 (stereo unspecified)
-13.1%[46 µM] | CC(=O)c1ccc(S(=O)(=O)Nc2cccc(-c3ccc(N4CCCC4)nn3)c2)cc1
-4.4%[46 µM] | CCOc1ccc(NC(=O)CSc2nc3ccsc3c(=O)n2CCCCCC(=O)O)cc1

Lamin A splicing | structure
-12.2%[46 µM] | Cc1ccc(NC(=O)Cn2c(=O)ccc3cc(S(=O)(=O)N4CCCC4)ccc32)cc1N(C)C
1.2%[46 µM] | CCCCN(CC)C(=O)c1c[nH]c2ccc(S(=O)(=O)N(C)c3ccc(Cl)cc3)cc2c1=O
-7.8%[46 µM] | CCOc1ccc(N(C)C(=O)C2CCN(S(=O)(=O)c3ccc4c(c3)CCCN4C(C)=O)CC2)cc1
? | O=C(NC1CC(=O)N(c2cccc(F)c2)C1)c1cccs1 (stereo unspecified)
21.1%[46 µM] | CCOc1ccccc1NC(=O)C1CCN(S(=O)(=O)c2ccc(Br)cc2)CC1
5.0%[46 µM] | COc1ccc(NC(=O)c2c(NCc3cccc(OC)c3)sc3c2CCC3)cc1
? | CC1CCN(c2csc3ccc(F)cc3c2=O)CC1
15.7%[46 µM] | Cc1nn(-c2ccc(N3CCCC3)nn2)c(C)c1CCC(=O)N1CCN(c2ccc(F)cc2)CC1
-9.8%[46 µM] | Clc1cccc(CNc2ncnc3c2nc2n3CCCC2)c1
-9.2%[46 µM] | CCCCn1cc(S(=O)(=O)c2ccc(C)c(C)c2)c(=O)c2cc(F)c(N3CCCC(C)C3)cc21 (stereo unspecified)

Lamin A splicing | structure
9.5%[46 µM] | Cc1c(Cl)cccc1NC(=O)CNS(=O)(=O)c1cccs1
7.9%[46 µM] | O=C(NCCc1csc2nc(-c3ccccc3F)nn12)c1ccccc1C(F)(F)F
-13.5%[46 µM] | CCOC(=O)c1sc2ccccc2c1S(=O)(=O)N1CCN(c2ccccc2)CC1
5.8%[46 µM] | O=C(Cc1ccc(F)cc1)NC1CC(=O)N(c2ccccc2)C1 (stereo unspecified)
1.7%[46 µM] | Cc1ccc2[nH]c3c(=O)n(CC(=O)N4CCN(c5cccc(C(F)(F)F)c5)CC4)ncc3c2c1
-27.0%[46 µM] | COc1ccc(C2C(C(=O)Nc3ccccc3)=C(C)Nc3c(C(=O)Nc4ccccc4)cnn32)cc1 (stereo unspecified)
3.2%[46 µM] | Cc1cccc(N2CCN(S(=O)(=O)c3ccc(-c4cnc(C5CC5)o4)cc3)CC2)c1C
? | CCOc1ccc(-c2c(C)nn3c(C)c(C(=O)Nc4cc(C)cc(C)c4)cnc23)cc1OCC
? | Cc1cc2c(cc1S(=O)(=O)NCc1ccccc1)OCC(=O)N2
8.4%[46 µM] | O=C(c1ccc([N+](=O)[O-])cc1)N1CCN(c2ccc(Nc3ccccc3)nn2)CC1

Lamin A splicing | structure
-20.8%[46 µM] | CC(Sc1nc(=O)cc(N)n1CCc1ccccc1)C(=O)Nc1ccc(Cl)cc1 (stereo unspecified)
-0.4%[46 µM] | CCOc1cc2[nH]c(=O)n(Cc3ccc(C(=O)NCCN(CC)CC)cc3)c(=O)c2cc1OCC
1.7%[46 µM] | O=C(CSc1nccn1Cc1ccc(F)cc1)Nc1nc2ccccc2s1
? | CCOC(=O)c1ccccc1NC(=O)CSc1nc2ncccc2[nH]1
-9.0%[46 µM] | CCCS(=O)(=O)NCCc1csc2nc(-c3ccc(C)cc3)nn12
-2.3%[46 µM] | Cc1ccc(S(=O)(=O)CC(=O)Nc2sc3c(c2C(N)=O)CCCC3)cc1
9.3%[46 µM] | CCCNC(=O)C1CCC(Cn2c(=O)c3sccc3n(CC(=O)N3CCCC3)c2=O)CC1 (stereo unspecified)
? | CCN(C(=O)c1cc(S(=O)(=O)N2CCOCC2)cn1C)c1ccc(OC)cc1
9.6%[46 µM] | Cn1c(SCC(=O)Nc2nc3ccccc3s2)ncc(C(=O)Nc2ccccc2)c1=O
33.1%[46 µM] | Cc1ccc(NC(=O)/C=C/c2ccc(Cl)cc2)c(Br)c1

Lamin A splicing | structure
? | O=C(Cc1ccc(NC(=O)N2CCCCc3ccccc32)cc1)NCc1ccccc1Br
-12.9%[46 µM] | COc1ccc(N2C(N)=C(C#N)C(c3cc(CN4CCOCC4)cs3)C3=C2CCCC3=O)cc1 (stereo unspecified)
10.3%[46 µM] | Cc1ccc2oc(C(=O)Nc3cccc(-c4nc5ccccc5s4)c3)c(C)c2c1
4.5%[46 µM] | O=C(CSc1nc2c([nH]c3ccccc32)c(=O)n1-c1ccccc1)N1CCCC1
? | COc1cc(NC(=O)CC2C(=O)N(c3ccccc3)C(=O)N2Cc2ccc(F)cc2)cc(OC)c1 (stereo unspecified)
-8.2%[46 µM] | Cc1ccccc1OCc1nnc(SCc2cc(=O)c3ccc(C)c(C)c3[nH]2)n1C
-5.3%[46 µM] | CCCCNC(=O)C(CC)Sc1nnc(-c2ccc(OC)c(OC)c2)c(-c2ccc(OC)c(OC)c2)n1 (stereo unspecified)
3.7%[46 µM] | O=C(Nc1ccc2nc(SCC(=O)N3CCc4ccccc43)sc2c1)c1ccccc1F
3.6%[46 µM] | COc1ccccc1C(=O)Nc1c(C(=O)N2CCN(c3ccc(F)cc3)CC2)oc2ccccc12
? | CC(=O)c1cccc(NC(=O)c2ccc3nc(Cc4ccccc4)oc3c2)c1

Lamin A splicing | structure
? | CCOc1cc(-c2nnc(SCC(=O)NCCCOC)nc2-c2ccc(OC)c(OCC)c2)ccc1OC
1.8%[46 µM] | CCN(CC)c1nn2c(=O)c(C(=O)NCCc3cccc(C)c3)cnc2s1
-6.4%[46 µM] | Cc1nn2c(C)c(C(=O)NCC(C)c3ccccc3)cnc2c1-c1ccccc1 (stereo unspecified)
-13.8%[46 µM] | CCOc1ccc(C(=O)Nc2ccc(C(=O)OCc3cc(=O)n4nc(CC)sc4n3)cc2)cc1
-15.3%[46 µM] | CCCCOc1ccc(C(=O)NCCc2csc(-c3ccc(OC)cc3)n2)cc1
7.3%[46 µM] | Fc1ccccc1N1CCN(c2ncnc3c2nc2n3CCCC2)CC1
? | COc1ccccc1NC(=O)c1c(C)cc(C)nc1SCC(=O)Nc1ccc(C)c(C)c1
15.5%[46 µM] | CCCCN(CC)C(=O)CSc1nc2c(sc3ccccc32)c(=O)n1CCc1ccccc1
? | Cc1ccc(CCNC(=O)c2ccc3c(c2)nc2n3CCOC2)cc1
-24.4%[46 µM] | CCC(CC)C(=O)Nc1cc(-c2cccc(C)c2)nn1-c1ccccc1

# In another format: 14 of the compounds above
mol | Lamin A splicing
CCCCNC(=O)C(CC)Sc1nnc(-c2ccc(OC)c(OC)c2)c(-c2ccc(OC)c(OC)c2)n1 (stereo unspecified) | -5.3%[46 µM]
O=C(Nc1ccc2nc(SCC(=O)N3CCc4ccccc43)sc2c1)c1ccccc1F | 3.7%[46 µM]
COc1ccccc1C(=O)Nc1c(C(=O)N2CCN(c3ccc(F)cc3)CC2)oc2ccccc12 | 3.6%[46 µM]
CC(=O)c1cccc(NC(=O)c2ccc3nc(Cc4ccccc4)oc3c2)c1 | ?
CCOc1cc(-c2nnc(SCC(=O)NCCCOC)nc2-c2ccc(OC)c(OCC)c2)ccc1OC | ?
CCN(CC)c1nn2c(=O)c(C(=O)NCCc3cccc(C)c3)cnc2s1 | 1.8%[46 µM]
Cc1nn2c(C)c(C(=O)NCC(C)c3ccccc3)cnc2c1-c1ccccc1 (stereo unspecified) | -6.4%[46 µM]
CCOc1ccc(C(=O)Nc2ccc(C(=O)OCc3cc(=O)n4nc(CC)sc4n3)cc2)cc1 | -13.8%[46 µM]
CCCCOc1ccc(C(=O)NCCc2csc(-c3ccc(OC)cc3)n2)cc1 | -15.3%[46 µM]
Fc1ccccc1N1CCN(c2ncnc3c2nc2n3CCCC2)CC1 | 7.3%[46 µM]
COc1ccccc1NC(=O)c1c(C)cc(C)nc1SCC(=O)Nc1ccc(C)c(C)c1 | ?
CCCCN(CC)C(=O)CSc1nc2c(sc3ccccc32)c(=O)n1CCc1ccccc1 | 15.5%[46 µM]
Cc1ccc(CCNC(=O)c2ccc3c(c2)nc2n3CCOC2)cc1 | ?
CCC(CC)C(=O)Nc1cc(-c2cccc(C)c2)nn1-c1ccccc1 | -24.4%[46 µM]

# (continued)
Lamin A splicing | structure
7.6%[46 µM] | CC(=O)Nc1ccc(S(=O)(=O)NCC2CCC(C(=O)NCCc3ccc(C)cc3)CC2)cc1 (stereo unspecified)
? | CCc1ccc(NC(=O)CSc2nc(-c3ccccc3)c(C#N)c(=O)[nH]2)cc1
-9.9%[46 µM] | COC(=O)c1ccc(CN(Cc2ccc(OC)c(OC)c2)S(=O)(=O)c2ccc(F)c(C(=O)Nc3cc(C)ccc3C)c2)cc1
? | CCN(CC)CCNC(=O)C(=O)Nc1c2c(nn1-c1ccc(F)cc1)CSC2
-24.6%[46 µM] | COc1ccc(-n2cc(-c3ccccc3)c3c(NCCc4ccc(OC)c(OC)c4)ncnc32)cc1
? | COc1ccc(NC(=O)CSc2ccc3nc(-c4ccccc4)cn3n2)cc1OC
-6.0%[46 µM] | Cc1ccccc1CNC(=O)c1cnc2sc(N3CCOCC3)nn2c1=O
? | Cc1ccc(S(=O)(=O)Nc2ccc3nc(-c4cccc(Cl)c4)oc3c2)cc1
? | O=c1c(N2CCc3ccccc3C2)csc2ccc(Br)cc12
6.3%[46 µM] | CCc1ccc(NC(=O)CSc2nc3ncccc3[nH]2)cc1

Lamin A splicing | structure
-2.6%[46 µM] | Cc1ccccc1Cn1c(=O)n(CC2CCC(C(=O)N3CCOCC3)CC2)c(=O)c2sccc21 (stereo unspecified)
? | Cc1ccc(N2CCN(c3ncnc4onc(-c5ccc(F)cc5)c34)CC2)c(C)c1
? | Cc1csc2nc(-c3cccc(NC(=O)c4ccccc4Cl)c3)cn12
-7.1%[46 µM] | Cc1cc(C)c(NC(=O)C2CCN(C(=O)N3CCOc4ccccc43)CC2)c(C)c1
? | Cc1cccc(CCNC(=O)c2ccc3c(c2)N(Cc2ccccc2F)C(=O)c2ccccc2S3)c1
1.2%[46 µM] | O=C(CCNS(=O)(=O)c1ccc2c(c1)CCN2C(=O)C1CC1)Nc1ccc(F)cc1F
? | COc1ccc(-c2cn3cccnc3n2)cc1NC(=O)c1ccccc1C(F)(F)F
13.1%[46 µM] | COc1ccc(OCc2ccc(-c3nc(C#N)c(NC(C)c4ccccc4)o3)o2)cc1 (stereo unspecified)
? | Cc1ccc(Cl)c2sc(NC(=O)CS(=O)(=O)c3ccc(Cl)cc3)nc12
-0.3%[46 µM] | CCCN(C(=O)Cn1ncc2c([nH]c3ccccc32)c1=O)c1ccc(F)cc1

Lamin A splicing | structure
5.8%[46 µM] | CCC1CN(C(=O)C2CCN(S(=O)(=O)c3c(C)noc3/C=C/c3ccccc3F)CC2)c2cc(Cl)ccc2O1 (stereo unspecified)
-15.6%[46 µM] | CCn1c2c(c(=O)n3ncc(C(=O)N4CCN(c5ccc(Cl)cc5)CC4)c13)CN(Cc1ccc(OC)cc1)CC2
-5.3%[46 µM] | Cc1ccc(NC(=O)CSc2n[nH]c(-c3ccc(F)cc3)n2)cc1F
-3.1%[46 µM] | CCCn1c2ccccc2c2cnn(CC(=O)N3CCN(c4ccccc4)CC3)c(=O)c21
5.4%[46 µM] | CCN(C(=O)C1CCN(S(=O)(=O)c2ccc3c(c2)CCCN3C(C)=O)CC1)c1cccc(C)c1
-5.4%[46 µM] | CCCN(C(=O)C1CCN(S(=O)(=O)c2c(C)noc2/C=C/c2ccc(C)cc2)CC1)c1ccccc1F
-4.6%[46 µM] | COc1cc(OC)c(NC(=O)CCc2nc(C3=CCN(Cc4cccc(Cl)c4)CC3)no2)cc1Cl
? | O=C(COc1ccccc1)NC1CC(=O)N(c2ccc3c(c2)OCCO3)C1 (stereo unspecified)
-13.6%[46 µM] | COc1ccc(OC)c(CNC(=O)C2CCN(S(=O)(=O)N3CCCCC3)CC2)c1
